Bioassay records from PubChem.
CAL-PDZ inh HTS – CAL PDZ (human) peptide binding inhibition. purified CAL PDZ, TMR-peptide fluorescence polarization, 1 h. inhibition, % at 24.9 µM. 0.92% of 300,000 active;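 active = mean inhibition of at least 30% with at least half of replicates also reaching 30%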;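 also: 0% = DMSO neutral control and 100% = excess unlabeled competitor peptide PRC23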
Cardiac RTF inh – cardiac RTF calcium desensitization; P19429+P45379; IANBD-labeled cardiac RTF, Ca2+ fluorescence; inhibition, % at 7.15 µM; 0.12% of 340,000 active;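 active = inhibition above the mean inhibition of all tested compounds plus 3 SD, cut at about 17% in these data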;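 also: assay run at fixed EC70 calcium of 1.6 mM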
MOR-DOR ag – OPRM1-OPRD1 heterodimerization agonism | cells, luminescence | activation, % at 9.3 µM | 0.3% of 340,000 active | AID 504326; in the data active = activation above about 18%;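 also: 0% = vehicle-treated cells and 100% = reference agonist; values of inactives mirror those of a sister screen read the other way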
Target sequence (P35372 whole entry, looked up): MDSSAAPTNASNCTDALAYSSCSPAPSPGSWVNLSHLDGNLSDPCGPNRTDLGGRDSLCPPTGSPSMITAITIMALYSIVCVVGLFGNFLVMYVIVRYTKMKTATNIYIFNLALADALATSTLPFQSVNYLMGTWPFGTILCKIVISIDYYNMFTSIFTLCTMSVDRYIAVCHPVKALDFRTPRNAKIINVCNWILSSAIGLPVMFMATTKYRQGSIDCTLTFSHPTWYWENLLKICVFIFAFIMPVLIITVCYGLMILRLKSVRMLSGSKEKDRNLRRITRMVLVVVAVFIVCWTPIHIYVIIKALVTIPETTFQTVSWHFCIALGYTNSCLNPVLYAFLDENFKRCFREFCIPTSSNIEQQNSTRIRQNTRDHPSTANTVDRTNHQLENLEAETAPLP
Target sequence (P41143 whole entry, looked up): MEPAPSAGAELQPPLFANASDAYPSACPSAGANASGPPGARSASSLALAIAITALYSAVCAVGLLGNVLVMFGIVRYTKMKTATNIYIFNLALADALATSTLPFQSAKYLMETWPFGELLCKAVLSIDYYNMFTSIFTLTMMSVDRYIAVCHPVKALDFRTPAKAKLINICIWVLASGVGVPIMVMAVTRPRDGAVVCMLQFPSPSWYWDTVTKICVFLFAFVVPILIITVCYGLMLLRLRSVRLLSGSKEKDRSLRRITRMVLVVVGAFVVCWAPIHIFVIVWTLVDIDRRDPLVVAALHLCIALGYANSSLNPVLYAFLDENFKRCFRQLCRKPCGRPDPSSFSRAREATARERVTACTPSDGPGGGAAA
Keap1-Nrf2 PPI – inhibitors of human Keap1-Nrf2 protein-protein interaction; 0.15% of 340,000 active; Q14145; Keap1 Kelch-Nrf2 peptide fluorescence polarization, 1536-well; inhibition, % at 9.4 µM; AID 504523; in the data active = inhibition above about 12%;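 also: human Keap1 Kelch domain with fluorescein labeled Nrf2 9mer peptide probe; 0% = neutral control wells and 100% = peptide positive control; higher means more block of Keap1 binding to Nrf2 peptide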
LANA DNA inh – KSHV C-LANA DNA binding inhibition. MBP-C-LANA/FAM-LBS DNA binding, fluorescence polarization. inhibition, % at 9 µM. 0.078% of 340,000 active. AID 504423;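 active = highest replicate inhibition at or above 60% at 9 µM, even if other replicates fall short; inactive = all replicates below 60% inhibition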;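 also: 0% = neutral control wells and 100% = 4 µM acridine orange control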
cardiac RTF act – increases calcium sensitivity of human cardiac regulated thin filaments. P19429+P45379. IANBD-labeled TnC RTF fluorescence at EC20 calcium; 0% EC20 calcium, 100% full calcium. activation, % at 7.2 µM. 0.24% of 340,000 active. AID 493008;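 active = activation above the mean over all tested compounds plus 3 SD, cut at about 30% in these data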;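 also: rise in fluorescence read as greater calcium sensitivity of cardiac thin filaments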
HTR5A inv ctr – inverse agonist of human HTR5A in OPRM1-OPRD1 counter-screen; 0.083% of 340,000 active; HTR5A cell line, luminescence, inverse agonism; P47898; inhibition, % at 9.3 µM; in the data active = inhibition mostly above about 23%, no sharp cut-off; inactive = mostly below about 18%;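 also: 0% = cells with DMSO and 100% = no-cell wells with DMSO; some compounds called inactive have numbers as strong as hits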
MOR-DOR inv ag – mu-delta opioid heterodimer inverse agonism. cell-based MOR-DOR heterodimer luminescence. inhibition, % at 9.3 µM. 0.21% of 340,000 active. P35372+P41143; in the data active = inhibition above about 22%, passing the limit was not always enough;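 also: 0% = cells with DMSO and 100% = wells without cells with DMSO; values of inactives mirror those of a sister screen read the other way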
HTR5A ag – HTR5A agonism, opioid heterodimer counter-screen | P47898 | HTR5A agonist assay, luminescence, cell-based | activation, % at 9.3 µM | 0.61% of 340,000 active; in the data active = activation mostly above about 9.5%, no sharp cut-off; inactive = mostly below about 7.6%;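 also: 0% = cells with vehicle only and 100% = reference agonist; strong numbers were not always called active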
V-ATPase pHluor – regulators of yeast V-ATPase proton transport | S. cerevisiae, pHLuorin cytosolic pH fluorescence | response, % at 10 µM | 0.37% of 350,000 active | AID 504577; in the data active = response mostly above about 7.3%, no sharp cut-off; inactive = mostly below about 5.4%; also: actives read high; inactives centre near 0; some compounds called inactive have numbers as strong as hits; reference of the scale not given here
Active calls of the source: *.

CC(C)(C)c1cc(/C=N/O)cc(C(C)(C)C)c1O was read as CAL-PDZ inh HTS -1.5, Cardiac RTF inh -23.2, MOR-DOR ag 5.2, Keap1-Nrf2 PPI -2.8, LANA DNA inh -1.1, cardiac RTF act -3.1, HTR5A inv ctr -29.4, MOR-DOR inv ag -23.4, HTR5A ag -1.5 and V-ATPase pHluor 2.7.
`CC(=O)c1ccc(-c2cccs2)s1` gave Cardiac RTF inh -0.5, MOR-DOR ag -1.7, Keap1-Nrf2 PPI -5.2, LANA DNA inh -0.7, cardiac RTF act 7.0, HTR5A inv ctr -8.5, MOR-DOR inv ag 8.7, HTR5A ag -2.4 and V-ATPase pHluor 1.9.
Screening CCOC(=O)N1CCC(Nc2ccc(N3C(=O)C4CCCCC4C3=O)cc2[N+](=O)[O-])CC1 (configuration not stated) returned CAL-PDZ inh HTS -0.9, Cardiac RTF inh -14.4, MOR-DOR ag -1.1, Keap1-Nrf2 PPI -1.5, LANA DNA inh -0.4, cardiac RTF act 0.1, HTR5A inv ctr 4.7, MOR-DOR inv ag 5.6, HTR5A ag -1.1 and V-ATPase pHluor -0.3.
For COc1ccc(C(C)=NNC(=O)c2cccc(S(=O)(=O)N3CCCC3)c2)cc1 the results were CAL-PDZ inh HTS -2.8, Cardiac RTF inh -1.2, MOR-DOR ag -0.3, Keap1-Nrf2 PPI 5.3, LANA DNA inh 0.2, cardiac RTF act 1.4, HTR5A inv ctr -8.7, MOR-DOR inv ag 1.7, HTR5A ag 2.2 and V-ATPase pHluor -0.4.
O=C(Nc1ccc2c(c1)C(=O)NC2=O)c1ccccc1Cl was read as Cardiac RTF inh 0.2, MOR-DOR ag -1.5, Keap1-Nrf2 PPI -0.2, LANA DNA inh 0.1, cardiac RTF act 5.5, HTR5A inv ctr -13.7, MOR-DOR inv ag 7.7, HTR5A ag 4.9 and V-ATPase pHluor -1.2.
`COc1ccc(CN2CCNC(=O)C2CC(=O)N(C)Cc2ccncn2)c(OC)c1` (configuration not stated) gave CAL-PDZ inh HTS -0.8, Cardiac RTF inh -6.5, MOR-DOR ag -2.8, Keap1-Nrf2 PPI -3.1, LANA DNA inh 0.1, cardiac RTF act 3.1, HTR5A inv ctr -3.7, MOR-DOR inv ag 13.9, HTR5A ag 1.4 and V-ATPase pHluor 0.9.
COC(=O)Cn1c(=O)oc2ccc(C)cc21 was read as CAL-PDZ inh HTS -0.3, Cardiac RTF inh -2.5, MOR-DOR ag -1.2, Keap1-Nrf2 PPI 0.7, LANA DNA inh 0.2, cardiac RTF act 4.5, HTR5A inv ctr -11.5, MOR-DOR inv ag 6.2, HTR5A ag 4.1 and V-ATPase pHluor -2.2.
`Cc1cc(C(=O)N/N=C/c2cn(C)nc2C)c2ccccc2n1` gave CAL-PDZ inh HTS -6.6, Cardiac RTF inh 5.1, MOR-DOR ag -1.3, Keap1-Nrf2 PPI -0.3, LANA DNA inh -1.4, cardiac RTF act -5.8, HTR5A inv ctr 4.1, MOR-DOR inv ag 6.5, HTR5A ag 1.7 and V-ATPase pHluor -1.9.
For CCN(CC(=O)Nc1ccccc1OC)C(=O)c1cc(S(=O)(=O)N2CCCCCC2)ccc1OC the results were CAL-PDZ inh HTS -0.5, Cardiac RTF inh 0.1, MOR-DOR ag 0.5, Keap1-Nrf2 PPI 0.5, LANA DNA inh -0.4, cardiac RTF act -1.1, HTR5A inv ctr 10.9, MOR-DOR inv ag -2.6, HTR5A ag -4.4 and V-ATPase pHluor -4.3.
For NS(=O)(=O)c1ccc(CCNC(=O)c2ccco2)cc1 the results were CAL-PDZ inh HTS 6.5, Cardiac RTF inh -5.5, MOR-DOR ag 0.3, Keap1-Nrf2 PPI -1.9, LANA DNA inh -0.6, cardiac RTF act 2.9, HTR5A inv ctr 42.3, MOR-DOR inv ag -1.4, HTR5A ag 0.9 and V-ATPase pHluor 11.0*.
`O=C(OCc1cncs1)c1cccs1` gave CAL-PDZ inh HTS 0.7, Cardiac RTF inh -3.6, MOR-DOR ag -0.2, Keap1-Nrf2 PPI 4.0, LANA DNA inh 0.8, cardiac RTF act -1.3, HTR5A inv ctr -1.1, MOR-DOR inv ag 1.1, HTR5A ag 8.0 and V-ATPase pHluor 2.5.
Screening Cc1cc(C(F)(F)F)nn1Cc1ccc(C(=O)NCc2ccco2)o1 returned CAL-PDZ inh HTS -33.5, Cardiac RTF inh -1.3, MOR-DOR ag -2.2, Keap1-Nrf2 PPI -0.7, LANA DNA inh -0.2, cardiac RTF act -1.0, HTR5A inv ctr 10.6, MOR-DOR inv ag 12.2, HTR5A ag 2.4 and V-ATPase pHluor -0.7.
Screening OCC1CCCCN1CC(O)COC(c1ccc(F)cc1)c1ccc(F)cc1 (configuration not stated) returned CAL-PDZ inh HTS -2.3, Cardiac RTF inh -11.6, MOR-DOR ag 0.4, Keap1-Nrf2 PPI -0.1, LANA DNA inh -3.4, cardiac RTF act -0.1, HTR5A inv ctr 2.4, MOR-DOR inv ag -1.8, HTR5A ag -0.7 and V-ATPase pHluor 1.5.
`COc1ccc(CN(C(=O)c2cnccn2)C(C(=O)NC(C)(C)C)c2cc(OC)c(OC)c(OC)c2)cc1` (configuration not stated) gave CAL-PDZ inh HTS -2.9, Cardiac RTF inh -1.8, MOR-DOR ag -1.8, Keap1-Nrf2 PPI -1.6, LANA DNA inh 0.8, cardiac RTF act 4.8, HTR5A inv ctr -30.9, MOR-DOR inv ag 10.0, HTR5A ag 1.5 and V-ATPase pHluor -0.1.
For Cc1ccc(Nc2nc(Cl)c(C=O)s2)cc1Cl the results were CAL-PDZ inh HTS -3.7, Cardiac RTF inh -13.2, MOR-DOR ag 5.6, Keap1-Nrf2 PPI 0.2, LANA DNA inh 1.4, cardiac RTF act 6.6, HTR5A inv ctr -5.8, MOR-DOR inv ag -29.0, HTR5A ag 2.3 and V-ATPase pHluor -2.3.
For Nn1c(SCC(=O)Nc2cccc(Br)c2)nnc1C1CC1 the results were Cardiac RTF inh -7.8, MOR-DOR ag 0.2, Keap1-Nrf2 PPI -6.6, LANA DNA inh 1.1, cardiac RTF act 4.8, HTR5A inv ctr 5.5, MOR-DOR inv ag -0.7, HTR5A ag 2.1 and V-ATPase pHluor 1.2.
O=C(Nc1ccccc1-c1ccccc1)C1CCCN(c2ncccn2)C1 (configuration not stated) was read as CAL-PDZ inh HTS -3.8, Cardiac RTF inh 1.6, MOR-DOR ag -0.3, Keap1-Nrf2 PPI 5.7, LANA DNA inh 0.5, cardiac RTF act -4.0, HTR5A inv ctr -12.0, MOR-DOR inv ag 1.9, HTR5A ag -0.4 and V-ATPase pHluor 8.5.
Screening O=C1C(=O)C(c2ccccc2)C(=O)C1c1ccccc1 (configuration not stated) returned Cardiac RTF inh -4.0, MOR-DOR ag 0.4, Keap1-Nrf2 PPI 0.0, LANA DNA inh -0.8, cardiac RTF act -0.9, HTR5A inv ctr 1.1, MOR-DOR inv ag -2.1, HTR5A ag -0.3 and V-ATPase pHluor 2.4.
Screening CN(C)S(=O)(=O)c1ccc(NC(=O)N2CCOCC2)cc1 returned CAL-PDZ inh HTS -1.1, Cardiac RTF inh 1.7, MOR-DOR ag -0.7, Keap1-Nrf2 PPI -2.1, LANA DNA inh -1.2, cardiac RTF act 7.4, HTR5A inv ctr 7.2, MOR-DOR inv ag 4.3, HTR5A ag -2.8 and V-ATPase pHluor -4.4.
For COc1ccccc1NC(=O)CCc1c(C)[nH]c(=O)c(C#N)c1C the results were CAL-PDZ inh HTS -0.2, Cardiac RTF inh 6.0, MOR-DOR ag -1.9, Keap1-Nrf2 PPI 0.5, LANA DNA inh -0.2, cardiac RTF act 13.4, HTR5A inv ctr -4.1, MOR-DOR inv ag 8.0, HTR5A ag 1.2 and V-ATPase pHluor 2.0.

Overlap with the part before: 2 entries, followed by the next part.
Screening CN(C)S(=O)(=O)c1ccc(NC(=O)N2CCOCC2)cc1 returned CAL-PDZ inh HTS -1.1, Cardiac RTF inh 1.7, MOR-DOR ag -0.7, Keap1-Nrf2 PPI -2.1, LANA DNA inh -1.2, cardiac RTF act 7.4, HTR5A inv ctr 7.2, MOR-DOR inv ag 4.3, HTR5A ag -2.8 and V-ATPase pHluor -4.4.
For COc1ccccc1NC(=O)CCc1c(C)[nH]c(=O)c(C#N)c1C the results were CAL-PDZ inh HTS -0.2, Cardiac RTF inh 6.0, MOR-DOR ag -1.9, Keap1-Nrf2 PPI 0.5, LANA DNA inh -0.2, cardiac RTF act 13.4, HTR5A inv ctr -4.1, MOR-DOR inv ag 8.0, HTR5A ag 1.2 and V-ATPase pHluor 2.0.
`O=C(NNC(=S)NC(=O)c1ccc(F)cc1)c1cccnc1` gave CAL-PDZ inh HTS -4.5, Cardiac RTF inh -15.3, MOR-DOR ag -4.8, Keap1-Nrf2 PPI -0.8, LANA DNA inh -1.2, cardiac RTF act -2.2, HTR5A inv ctr 3.3, MOR-DOR inv ag 25.4, HTR5A ag -1.2 and V-ATPase pHluor 1.1.
CCN(CC)Cc1c(C(=O)N/N=C/c2ccccn2)nnn1-c1nonc1N was read as CAL-PDZ inh HTS -0.5, Cardiac RTF inh -9.4, MOR-DOR ag -0.8, Keap1-Nrf2 PPI -1.9, LANA DNA inh -1.2, cardiac RTF act -4.9, HTR5A inv ctr 17.4, MOR-DOR inv ag 5.2, HTR5A ag 3.0 and V-ATPase pHluor 1.0.
COc1ccccc1/C=C/c1nc(C#N)c(N(C)C)o1 was read as CAL-PDZ inh HTS 0.1, Cardiac RTF inh 1.5, MOR-DOR ag -1.4, Keap1-Nrf2 PPI -7.7, LANA DNA inh -1.1, cardiac RTF act -3.8, HTR5A inv ctr -28.8, MOR-DOR inv ag 7.2, HTR5A ag 4.1 and V-ATPase pHluor 1.4.
O=C(O)c1nn(CC(=O)N2CCN(c3ccccc3)CC2)c(=O)c2ccccc12 was read as CAL-PDZ inh HTS -1.4, Cardiac RTF inh -7.8, MOR-DOR ag 0.2, Keap1-Nrf2 PPI 3.5, LANA DNA inh 1.3, cardiac RTF act -4.0, HTR5A inv ctr 13.6, MOR-DOR inv ag -2.0, HTR5A ag -4.6 and V-ATPase pHluor 0.4.
`COc1ccc(C(=O)n2nc(-c3ccc(C)cc3)nc2N)cc1OC` gave CAL-PDZ inh HTS -0.5, Cardiac RTF inh -8.4, MOR-DOR ag 1.3, Keap1-Nrf2 PPI 5.2, LANA DNA inh 0.8, cardiac RTF act 0.8, HTR5A inv ctr 16.4, MOR-DOR inv ag -7.0, HTR5A ag 3.0 and V-ATPase pHluor 4.4.
`CCOC(=O)C1(NC(=O)C2(NC(=O)CN3C(=O)c4ccccc4C3=O)CCCC2)CCCC1` gave CAL-PDZ inh HTS -1.2, Cardiac RTF inh 1.1, MOR-DOR ag -2.2, Keap1-Nrf2 PPI -2.8, LANA DNA inh 3.1, cardiac RTF act -2.1, HTR5A inv ctr 11.4, MOR-DOR inv ag 11.2, HTR5A ag -2.9 and V-ATPase pHluor -0.6.
For CC1CCCCC12NC(=O)N(CC(=O)N1CCN(C(=O)c3ccco3)CC1)C2=O (configuration not stated) the results were CAL-PDZ inh HTS 0.9, Cardiac RTF inh -14.8, MOR-DOR ag -1.8, Keap1-Nrf2 PPI -1.9, LANA DNA inh -0.3, cardiac RTF act 2.6, HTR5A inv ctr -2.3, MOR-DOR inv ag 7.2, HTR5A ag 0.9 and V-ATPase pHluor 1.0.
